# TDP1 inh – blocks human tyrosyl-DNA phosphodiesterase 1 | recombinant TDP1, AlphaScreen DNA substrate cleavage | 350,000 compounds, 0.28% hits | Potency, µM (series often up to 130 µM), for inactives: at the top dose activity change, negative = inhibition, hits mostly inhibitors | Q9NUW8; further: nearly all actives have a fitted effect of over 40% in size
# Target sequence (Q9NUW8 whole entry, looked up): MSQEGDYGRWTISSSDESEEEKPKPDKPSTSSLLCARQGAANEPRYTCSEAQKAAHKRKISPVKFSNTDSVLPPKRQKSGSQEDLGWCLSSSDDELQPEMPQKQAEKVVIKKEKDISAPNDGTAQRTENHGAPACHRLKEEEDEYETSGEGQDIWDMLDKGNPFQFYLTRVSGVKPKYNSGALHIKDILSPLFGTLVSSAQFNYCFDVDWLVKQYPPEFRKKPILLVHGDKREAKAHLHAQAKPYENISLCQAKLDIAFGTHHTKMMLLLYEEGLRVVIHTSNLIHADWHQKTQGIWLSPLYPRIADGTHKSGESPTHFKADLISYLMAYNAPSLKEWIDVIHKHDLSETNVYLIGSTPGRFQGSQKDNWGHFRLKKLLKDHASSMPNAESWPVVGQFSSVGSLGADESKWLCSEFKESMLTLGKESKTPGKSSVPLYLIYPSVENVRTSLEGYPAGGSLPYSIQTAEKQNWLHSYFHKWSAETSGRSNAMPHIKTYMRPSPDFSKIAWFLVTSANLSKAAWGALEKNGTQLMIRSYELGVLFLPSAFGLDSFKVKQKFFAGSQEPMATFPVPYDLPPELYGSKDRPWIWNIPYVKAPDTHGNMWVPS
#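 Recombinant human Tdp1 (E. coli-expressed, 1 nM final) preincubated with compounds 15 min at room temperature, then 5'-biotin/3'-phosphotyrosine-FITC DNA substrate (15 nM final) added for 5 min. AlphaScreen beads (10 ug/ml final) added 10 min; cleavage lowers signal.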
# TDP1 cell noCPT – qHTS for Inhibitors of human tyrosyl-DNA phosphodiesterase 1 (TDP1): qHTS in cells in absence of CPT | AID 686978, 2013 | 420,000 compounds, 15% hits | DT40 Tdp1-/- hTDP1 cells, no CPT, ATP luminescence, 48 h | Potency, µM (series often up to 46.2 µM), for inactives: top-dose activity change, negative = growth inhibition, most hits filed as inhibitors; further: nearly all actives have a fitted effect of over 55% in size
#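 A cellular qHTS used chicken DT40 cells lacking endogenous Tdp1 but carrying stably transfected human TDP1. Compounds were applied without camptothecin, and cell growth kinetics were judged by ATP-dependent luminescence after ≥48 hr.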
# N370S GC mod – N370S glucocerebrosidase modulation, Gaucher chaperone candidate; P04062; N370S GC spleen homogenate, 4MU-glucoside fluorescence; Potency, µM (series often up to 59.4 µM), for inactives: top-dose activity change, negative = inhibition, hits mostly inhibitors; 330,000 compounds, 0.092% hits;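 further: 0% = full enzyme activity and -100% = no enzyme basal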
# An asterisk follows results filed as active; ? = inconclusive; / = no result given; [ ] = remark or other dose. The call rests on the fitted dose curve; in most records, active means well fitted curve in the direction sought with a large enough effect; inconclusive means small, poorly fitted or top-dose-only effect, or another doubt; inactive means no such curve, though single readings can be large; an effect the other way counts as inactive or inconclusive. Unless noted, on the % scale 0 is the no-effect control and ±100 the full control effect; potency means the concentration at half of the fitted maximal effect.
# The line under a structure holds: TDP1 inh	TDP1 cell noCPT	N370S GC mod
> CC(=O)Nc1ccc(NC(=O)C/C(C)=N/NC(=O)c2cccc3ccccc23)cc1
 : 13%	-1%	4%
> Cc1ccc2cc(CCNC(=O)Cc3cccs3)c(=O)[nH]c2c1
 : 3%	-11%	22%
> CCc1cccc(NC(=S)N(CCCOC(C)C)C2CCN(C(C)=O)CC2)c1
 : /	-14%	1%
> CCOC(=O)Cn1c(=O)oc2cc(S(=O)(=O)N(C)Cc3ccco3)ccc21
 : 0%	?	1%
> CCn1cc(CN2CCCC(C(=O)Nc3ccc(-c4cscn4)cc3)C2)c(C)n1 (stereo not given)
 : 2%	1%	0%
> COc1cc(C(=O)NNC(=O)c2ccco2)cc(OC)c1OC
 : 2%	-5%	-12%
> COc1cc(NC(=S)NC(=O)c2ccccc2F)ccc1NC(=O)c1cccs1
 : 8%	8%	4%
> CC(C)NC(=O)c1ccccc1NC(=O)C(C)Oc1ccccc1 (stereo not given)
 : 2%	-1%	10%
> Cc1cc(N=Nc2ccc(C)c(N=Nc3cc(C)c(N)cc3N)c2)c(N)cc1N
 : /	12µM*	-16%
> Cn1nnnc1SCC(=O)Nc1nc2c(s1)CCCC2
 : 2%	-4%	23%
> O=C(Nc1nc2c(Br)cccc2s1)C1CC1
 : /	?	5%
> O=C(Oc1c(CN2CCOCC2)cc(Cl)c2cccnc12)c1ccccc1Cl
 : 9%	2.9µM*	-4%
> COc1ccc(/C=C/C(=O)OCCC(C)C)cc1
 : /	-18%	1%
> COC(=O)c1ccccc1NC(=O)/C=C/c1cc(OC)c(OC)c(OC)c1
 : 4%	21µM*	11%
> CCCCc1nc2c(c3c1C[C@H](C)OC3)CN(S(=O)(=O)c1ccccc1C(=O)OC)CC2
 : 8%[21 µM]	/	-2%[12.8 µM]
> COc1ccc(-c2c(C#N)c(SCC(=O)Nc3ccccc3C)nc(C)c2C(=O)Nc2ccc(Cl)cc2)cc1
 : -1%[12.3 µM]	-14%	/
> c1ccc(-c2cn3c(n2)-c2ccccc2C3)cc1
 : 5%	15µM*	1%
> COc1ccc([C@@H]2[C@@H]3C(=O)N(C(C)(C)C)C(=O)[C@@H]3[C@]3(C)C(=O)N(c4cccc(F)c4)C(=O)N23)cc1
 : /	9%	-2%
> COC(=O)c1ccc(CSc2nnc(CNC(=O)COc3ccc(Cl)cc3)o2)o1
 : 5%	?	4%
> CC(C)n1cc(CN2CCC(Oc3ccc(C(=O)N4CCCC4)cc3)CC2)cn1
 : 5%[56.1 µM]	-9%	-2%
> CC(=O)c1cc(C(=O)Nc2cc(C)cc(C)c2)c2ccccn12
 : -6%	?	/
> CCCOC(=O)C(C)n1c(-c2ccccc2)nc2ccccc2c1=O (stereo not given)
 : -6%	-11%	12%
> CC1CC(C)CN(C(=O)CCc2nnc3ccc(N4CCCCC4)nn23)C1 (stereo not given)
 : 2%	?	6%
> CNc1nc(SC(C)C(=O)Nc2ccc(Cl)c(Cl)c2)nc(N2CCOCC2)n1 (stereo not given)
 : 8%	-33%	-2%
> CCOC(=O)N1CCC(N2Cc3cccc(C(=O)Nc4ccc(F)cc4)c3C2=O)CC1
 : 3%	?	0%
> CCOc1ccc(NC(=O)CSc2nc3ccccc3c(=O)n2CCC(=O)NC2CCCCC2)cc1
 : 2%	-8%	/
> COc1cc(Cl)c(CN2CCC(CO)(CCOc3ccccc3)CC2)cc1OC
 : /	?	-18%
> CCOC(=O)Cc1csc(N/N=C\c2cccc(Br)c2)n1
 : 7%	?	-12%
> O=S(=O)(/C=C/c1ccccc1)N1CCN(c2cccc(Cl)c2)CC1
 : 1%	-6%	18%
> CCOC(=O)C1=CCN(Cc2ccccc2)CC1
 : 2%	0%	0%
> COc1ccc(C2CC(c3ccccc3)=NN2S(=O)(=O)c2ccccc2)c(OC)c1 (stereo not given)
 : 5%	21µM*	0%
> CCCC1S/C(=N/N=C/c2cccs2)NC1=O (stereo not given)
 : 3%	?	1%
> Nc1nc(Nc2ccc(Cl)cc2)n[nH]1
 : 7%	-14%	-2%
> C=CCOc1cc(C)nc(-c2ccccc2O)n1
 : -11%	-3%	8%
> CCc1ccc(NC(=O)CSc2nc3c(oc4ccccc43)c(=O)n2-c2cccc(C)c2)cc1
 : 0%	?	/
> CCc1ccc(C(=O)CC2(O)C(=O)N(CN3CCOCC3)c3ccccc32)cc1 (stereo not given)
 : 6%	?	-3%
> Cc1ccc(C(=O)CC(C(=O)O)n2cccn2)cc1 (stereo not given)
 : 2%	2%	2%
> CN(C)c1ccc(/C=C(\NC(=O)c2ccccc2)C(=O)NCCCN2CCOCC2)cc1
 : 3%	-2%	-4%
> O=C1Cc2cc(S(=O)(=O)N3CCCCC3)cc3c2N1CCC3
 : -8%	-16%	/
> COC(=O)C(C)NC(=O)c1cn(-c2ccccc2OC)c(=O)c2ccccc12 (stereo not given)
 : /	0%	-3%

# Molecules listed so far that have an aryl thioether with sulfur outside any ring:
# The line under a structure holds: TDP1 inh	TDP1 cell noCPT	N370S GC mod
> Cn1nnnc1SCC(=O)Nc1nc2c(s1)CCCC2
 : 2%	-4%	23%
> COc1ccc(-c2c(C#N)c(SCC(=O)Nc3ccccc3C)nc(C)c2C(=O)Nc2ccc(Cl)cc2)cc1
 : -1%[12.3 µM]	-14%	/
> COC(=O)c1ccc(CSc2nnc(CNC(=O)COc3ccc(Cl)cc3)o2)o1
 : 5%	?	4%
> CNc1nc(SC(C)C(=O)Nc2ccc(Cl)c(Cl)c2)nc(N2CCOCC2)n1 (stereo not given)
 : 8%	-33%	-2%
> CCOc1ccc(NC(=O)CSc2nc3ccccc3c(=O)n2CCC(=O)NC2CCCCC2)cc1
 : 2%	-8%	/
> CCc1ccc(NC(=O)CSc2nc3c(oc4ccccc43)c(=O)n2-c2cccc(C)c2)cc1
 : 0%	?	/

# (more compounds)
# The line under a structure holds: TDP1 inh	TDP1 cell noCPT	N370S GC mod
> Cc1cccc(OCC(=O)O/N=C(\N)c2ccccn2)c1C
 : 5%	-15%	7%
> CCOc1ccc(NC(=O)CC2C(=O)N(c3ccccc3)C(=O)N2Cc2ccc3c(c2)OCO3)cc1 (stereo not given)
 : 6%	?	/
> Cc1ccc(S(=O)(=O)N(C)/C(=N/S(=O)(=O)c2ccccc2)c2ccccc2)cc1
 : 3%	-7%	5%
> O=C1Oc2ccccc2C2(O)C3CCCCCC3C12 (stereo not given)
 : 0%	-4%	23%
> c1ccc(N2CCN(c3nc4ccccc4n4cnnc34)CC2)cc1
 : 7%	?	?
> COc1ccc(C(=O)Nc2ccc(-n3nncc3-c3ccccc3)cc2)cc1OC
 : 10%	?	/
> Cc1cc([N+](=O)[O-])nn1CC(=O)NCc1ccco1
 : -3%	15%	-16%
> O=c1oc2cc(O)ccc2cc1-c1nc2c(s1)CCc1ccccc1-2
 : -10%	?	9%
> COc1ccc(C(=O)Nc2cc(C)nc3ccccc23)cc1OC
 : 1%	?	9%
> CN(C)/C=C1\C(=O)NN=C1C(F)(F)F
 : 8%	6%	-3%
> CCOc1ccccc1N1CCN(C(=O)c2cc[n+]([O-])cc2)CC1
 : 3%	-11%	-2%
> Cc1ccc(CNC(=O)c2sccc2-n2cccc2)cc1
 : 8%	?	8%
> CN(C)CC(O)COc1ccc(C(C)(C)c2ccc(OCC(O)CN(C)C)cc2)cc1 (stereo not given)
 : -2%	18µM*	-25%
> O=C(O)C1CCN(C(=O)COc2ccc3c4c(c(=O)oc3c2)CCC4)CC1
 : ?	21%	-18%
> CC1CN(C(=O)c2ccc3c(c2)OCO3)CC(C)O1 (stereo not given)
 : 4%	-2%	-4%
> CCOC(=O)CSc1nc2ccccc2c(=O)n1Cc1ccco1
 : 4%	-10%	25%
> COc1cc(OC)c(-c2cc(C(=O)NCc3ccc(F)cc3)c3c(-c4ccccc4)[nH]nc3n2)cc1OC
 : 1%	?	/
> CC(=O)c1ccccc1NC(=O)CCCNC(=O)c1ccc(Cl)cc1
 : -7%	?	-1%
> CCCNC(=O)NC(=O)COC(=O)c1oc2ccc(OCC)cc2c1C
 : 0%	-19%	3%
> O=C(c1ccc(N2C(=O)C3CCCCC3C2=O)cc1)N1CCCCC1 (stereo not given)
 : 6%	-6%	-17%
> Cc1nnc(SCC(=O)NC23CC4CC(CC(C4)C2)C3)n(N)c1=O
 : -3%	-1%	3%
> COc1ccccc1-n1nc(-c2ccccc2)c2cnc3c(F)cc(F)cc3c21
 : -2%	-22%	/
> Cc1nnc(-c2cnn(C)c2N)n1Cc1cccc(Cl)c1
 : 0%	0%	-10%
> COc1cc(OC)cc(C(=O)NCC(=O)OCc2csc(-c3ccccc3)n2)c1
 : 0%	23µM*	-2%
> CCCn1c(=O)c(C(=O)NNC(=O)c2cccc([N+](=O)[O-])c2)c(O)c2ccccc21
 : 3%	5%	-7%
> COc1cc(S(=O)(=O)Nc2cccc(C)c2)ccc1NC(=O)c1cccnc1
 : 0%	15µM*	12%
> Cc1ccc(Cn2nc3c4cc(F)ccc4n(Cc4ccc(F)cc4)cc-3c2=O)cc1
 : /	9%	4%
> CN(C)C(=O)OCC1COc2ccccc2O1 (stereo not given)
 : 3%	-8%	7%
> c1ccc(OCCOc2cccc3cccnc23)cc1
 : 3%	-28%	2%
> CC(=O)c1ccc(N2CCN(c3ccc(C(F)(F)F)cn3)CC2)cc1
 : 3%	?	6%
> CCOC(=O)c1cnc2c(Cl)c(Cl)ccc2c1NCCN1CCOCC1
 : -3%[12.3 µM]	?	-6%
> O/N=C/c1ccccc1Oc1ccc(Cl)cc1
 : 0%	16µM*	2%
> COCCSc1nc(N)c2c3c(sc2n1)CN(C)CC3
 : 8%	?	5%
> O=C(Cn1nnc(-c2ccccc2Cl)n1)Nc1ccc(Br)cc1
 : 4%[12.3 µM]	-26%	/
> O=C1CSCN1c1cc(Cl)ccc1Cl
 : 3%	-20%	1%
> CS(=O)(=O)c1cccc(-c2nnc(NC(=O)C3=COCCO3)o2)c1
 : 0%	-5%	-1%
> CC(C)(C)NC(=O)Cn1cc(S(=O)(=O)Cc2ccccc2Cl)c2ccccc21
 : 2%	?	/
> CNC(=S)N1N=C(c2ccc(C)cc2)CC1c1ccc(N(C)C)cc1 (stereo not given)
 : 6%	?	9%
> Nc1nnnn1CC(=O)N/N=C/c1ccccn1
 : 8%	5%	11%
> CCOC(=O)N1CCC(NC(=O)C2=CCN(S(=O)(=O)c3ccc(OC)cc3)CC2)CC1
 : -2%	-25%	3%
> O=C(CN1CC(=O)Oc2ccccc21)OCC(=O)c1ccccc1
 : -12%	?	-3%
> COc1ccc(CC(=O)Nc2cccc(C(=O)Nc3cccc(C)c3)c2)cc1
 : 0%	/	-2%
> O=C(NCCc1ccccc1)c1ccc(-n2cnnn2)cc1
 : 2%	2%	-1%
> CCC1C(=O)NCCN1Cc1nc(-c2ccc(C)s2)oc1C (stereo not given)
 : 4%	?	/
> COc1cc2c(cc1OC)C(C(=O)N(C)Cc1ccccc1)C(c1cccnc1)N(C)C2=O (stereo not given)
 : 0%	-27%	-10%
> Oc1ccc(-c2csc(Nc3ncccn3)n2)cc1
 : 6%	?	7%
> CCN(C(=O)CSc1nc2ccccc2c(=O)n1Cc1ccc(C)cc1)C1CCS(=O)(=O)C1 (stereo not given)
 : /	?	8%
> COc1ccc(/C(N)=N/OC(=O)CCC2CCCC2)cc1
 : 1%	2%	7%
> COCCNC(=O)C(Cc1c[nH]c2ccccc12)NC(=O)OCc1ccccc1 (stereo not given)
 : /	-16%	-7%
> CCc1ccc(NC(=O)Cn2c(=O)n(CCC(=O)NCc3ccc4c(c3)OCO4)c(=O)c3ccccc32)cc1
 : -3%	9.2µM*	/
> Cc1ccccc1-n1c(SCC(=O)c2ccccc2)nnc1-c1ccc(F)cc1
 : 0%	?	/
> COc1cccc(CNC(=S)Nc2cc(OC)ccc2OC)c1
 : 3%	-28%	7%
> O=C(N/N=C\c1cccc(OC(=O)c2ccco2)c1)c1ccc2c(c1)OCO2
 : 2%	?	-6%
> CC1C2(C)OCC(C#N)(C(=N)O2)C1(C#N)C#N (stereo not given)
 : 5%	/	21%
> Cc1cc(/C=C2/SC(=O)N(CC(=O)OC(C)C)C2=O)c(C)n1C
 : 2%	?	/
> CN(CCOc1ccccc1)C(=O)C1CCN(C(=O)c2ccc(F)cc2)CC1
 : 4%	?	-2%
> CC(NC(=O)CN1CCN(C(=O)c2cccs2)CC1)c1ccc(F)cc1F (stereo not given)
 : 2%	-14%	/
> O=C(CSc1nnnn1-c1ccccc1)Nc1ccc(Cl)cc1
 : 4%	-23%	4%
> O=C(CN(Cc1ccc(F)cc1)S(=O)(=O)c1ccccc1)N1CCCCC1
 : -2%	16µM*	9%
> Cc1ccc(CNC(=O)c2ccccc2NC(=O)CSc2nnnn2C)cc1
 : 1%	?	11%
> CCOC(=O)N1CCN(S(=O)(=O)c2c(C)cc(C)cc2C)CC1
 : -1%	?	19%
> O=C(NCCc1ccccc1)C1CCCN(S(=O)(=O)c2cccc3nsnc23)C1 (stereo not given)
 : -5%	13µM*	-1%

# Screens as filed in PubChem.

# Some of the compounds tested. The share of hits here may be higher or lower than overall.
